Jurkat NFkB inh = inhibitors of the PMA/ionomycin-induced NF-kB reporter in Jurkat cells; PMA/ionomycin-induced NF-kB luciferase reporter, luminescence; inhibition, % at 4 µM; 330,000 compounds, 0.53% hits; AID 435003; in the data active means inhibition above about 50%
Gli-Sufu antag = antagonists of Gli-Sufu signaling | AID 588413 | inhibition, % at 5 µM | 340,000 compounds, 0.74% hits | Sufu-KO-LIGHT fibroblasts, Gli luciferase reporter luminescence;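 active means inhibition above about 55%, limit read from the data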;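 further: 0% = DMSO-treated cells and 100% = wells with medium but no cells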
UBC13 polyUb = blocks human UBC13 polyubiquitin chain formation. TR-FRET. inhibition, % at 20 µM. 330,000 compounds, 0.47% hits. AID 485273; in the data active means inhibition above about 45%, passing the limit was not always enough
Target sequence (P61088 whole entry, looked up): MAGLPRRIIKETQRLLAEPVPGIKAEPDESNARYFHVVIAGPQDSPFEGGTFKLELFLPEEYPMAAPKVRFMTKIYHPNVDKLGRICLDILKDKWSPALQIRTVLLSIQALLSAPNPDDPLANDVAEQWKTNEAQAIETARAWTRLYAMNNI
CXCR6 inh = CXCR6 (human) receptor inhibition | AID 602244 | inhibition, % at 20 µM | 360,000 compounds, 0.36% hits | CHO-K1 PathHunter CXCR6 beta-arrestin, luminescence | O00574; in the data active means inhibition above about 34%, passing the limit was not always enough;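 further: antagonist mode with CXCL16 agonist at 10 nM final; 0% = 10 nM CXCL16 with DMSO and 100% = unstimulated wells without agonist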
Target sequence (O00574 whole entry, looked up): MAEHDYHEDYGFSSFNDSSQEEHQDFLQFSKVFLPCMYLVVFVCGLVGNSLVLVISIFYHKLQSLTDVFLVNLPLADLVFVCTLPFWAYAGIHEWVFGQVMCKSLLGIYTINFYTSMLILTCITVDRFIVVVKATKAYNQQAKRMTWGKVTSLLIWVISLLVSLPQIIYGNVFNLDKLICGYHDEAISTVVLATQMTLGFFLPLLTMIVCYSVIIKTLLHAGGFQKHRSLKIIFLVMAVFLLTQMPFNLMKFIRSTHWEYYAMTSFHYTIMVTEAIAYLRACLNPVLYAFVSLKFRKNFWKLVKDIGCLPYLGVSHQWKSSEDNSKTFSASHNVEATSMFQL
APJ antagonist = antagonists of human APJ apelin receptor. P35414. CHO-K1 APJ beta-arrestin complementation, luminescence. inhibition, % at 20 µM. 330,000 compounds, 0.32% hits. AID 2521;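 active means inhibition above about 40% at 20 µM, limit read from the data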;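 further: cells challenged with 10 nM apelin-13 agonist together with compound; plate controls were apelin-13 plus DMSO wells for no effect and DMSO wells lacking apelin-13 for full effect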
CCR6 antagonist = CCR6 (human) receptor antagonism; P51684; CHO-K1 CCR6 PathHunter beta-arrestin, luminescence, CCL20-stimulated; inhibition, % at 20 µM; 340,000 compounds, 0.49% hits; AID 493098;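 active means compounds whose inhibition of the agonist-driven luminescence signal at 20 µM reaches about 50%, limit read from the data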;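 further: cells stimulated with CCL20 at 14 nM final; plate controls were DMSO with CCL20 for no effect and DMSO without agonist for full effect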
EBI2 antag = EBI2 (human) antagonism | EBI2 beta-arrestin recruitment, luminescence, 7a,25-OHC stimulated | inhibition, % at 5 µM | 360,000 compounds, 0.81% hits; in the data active means inhibition above about 38%;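 further: enzyme fragment complementation signal reports receptor beta-arrestin coupling in cells; 0% = agonist plus DMSO wells and 100% = wells without agonist; some results beyond the cut were filed as inactive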
Target sequence (P32249 whole entry, looked up, the tested form may be a part): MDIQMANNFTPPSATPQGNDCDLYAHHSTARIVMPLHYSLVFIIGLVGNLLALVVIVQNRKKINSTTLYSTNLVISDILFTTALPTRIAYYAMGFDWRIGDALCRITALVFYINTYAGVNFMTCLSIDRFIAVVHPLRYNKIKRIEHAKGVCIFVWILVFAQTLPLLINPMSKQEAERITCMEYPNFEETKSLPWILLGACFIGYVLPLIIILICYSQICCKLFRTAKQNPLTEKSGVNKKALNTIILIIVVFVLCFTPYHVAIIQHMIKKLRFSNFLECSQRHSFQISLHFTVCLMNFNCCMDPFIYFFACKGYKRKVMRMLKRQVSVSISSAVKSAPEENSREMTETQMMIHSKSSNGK
697 NFkB inh = lowers PMA/ionomycin-induced NF-kB signal in 697 B cells. 697 B-cell NF-kB luciferase reporter, 16 h. inhibition, % at 4 µM. 330,000 compounds, 0.33% hits; in the data active means inhibition above about 35%
The depositor's hits bear a star; x = not tested or not shown.

SMILES	Jurkat NFkB inh	Gli-Sufu antag	UBC13 polyUb	CXCR6 inh	APJ antagonist	CCR6 antagonist	EBI2 antag	697 NFkB inh
COc1ccc(S(=O)(=O)N2CCCCC2)cc1NC(=O)c1cccc(S(=O)(=O)N2CC(C)OC(C)C2)c1 (stereo unspecified)	x	-7.7	x	-14.2	x	4.7	-23.6	x
CN(C(=O)CCS(=O)(=O)c1ccc2c(c1)oc(=O)n2C)C1CCCCC1	17.6	-24.7	0.1	-3.7	-45.1	5.3	-1.3	-1.8
CC(C)(CO)N1CCN(C(=S)Nc2ccccc2)CC1	-14.8	-5.9	0.8	-4.0	8.5	-1.9	13.0	17.8
Cc1cc(=O)oc2cc(OCC(=O)NC3CCN(Cc4ccccc4)CC3)c(Cl)cc12	2.2	-3.6	0.3	7.0	-2.6	3.8	-6.9	3.2
O=C(CN(CC1CCCO1)C(=O)CNS(=O)(=O)c1ccc(Cl)cc1)NCC1CCCO1 (stereo unspecified)	7.1	0.8	4.3	3.7	17.0	-4.9	0.0	3.0
Cc1ccc(-c2nn(-c3ccccc3)cc2/C=N/NC(=O)c2ccc(Br)o2)cc1	-60.0	2.0	-14.0	-1.6	-10.0	-8.3	-6.0	-73.2
CCN(CC)C(=O)CSc1nc2ccccc2c(=O)n1-c1ccccc1OC	9.7	-2.5	-1.2	2.3	12.6	8.3	-0.5	13.8
Cc1nnc(SCc2cc(=O)oc3cc(O)ccc23)n1Cc1ccccc1	10.7	-5.5	7.5	4.5	9.5	14.3	-11.1	22.9
COCCCn1c(SC(C)C(=O)Nc2c(C)n(C)n(-c3ccccc3)c2=O)n[nH]c1=O (stereo unspecified)	-1.2	-1.7	1.2	3.3	16.9	4.6	-3.9	17.6
COc1ccccc1CN1C(=O)[C@H]2Cc3c([nH]c4ccccc34)C(C)(C)N2C1=O	4.0	-6.0	14.2	-7.5	-3.9	7.5	12.0	11.2
Cc1[nH]c(C)c(S(=O)(=O)N2CCN(c3cccc(Cl)c3)CC2)c1C(=O)N1CCCCC1	8.4	9.4	-3.6	3.1	6.6	5.4	2.3	-17.8
COc1ccc(CCNC(=O)c2coc(=O)c(Br)c2)cc1	28.8	3.7	0.9	x	6.3	12.0	x	-41.5
O=C(CN1C(=O)c2ccccc2S1(=O)=O)NCCc1ccccc1	11.1	-1.1	-5.3	6.2	3.4	5.2	4.9	7.0
O=C(NCc1ccc(-c2nc3ccccc3s2)cc1)c1ccc(Br)o1	-79.5	-19.1	-5.7	-5.1	-7.7	12.0	-14.6	-28.0
CC(C)(C)N(Cc1ccccc1)C(=O)COC(=O)C1=NN(c2ccccc2)C(=O)CC1	5.1	-10.4	-1.3	1.7	3.7	10.4	3.8	5.8

Four entries already listed, sorted by the number in APJ antagonist, falling:
structure | APJ antagonist
COCCCn1c(SC(C)C(=O)Nc2c(C)n(C)n(-c3ccccc3)c2=O)n[nH]c1=O (stereo unspecified) | 16.9
CC(C)(C)N(Cc1ccccc1)C(=O)COC(=O)C1=NN(c2ccccc2)C(=O)CC1 | 3.7
O=C(CN1C(=O)c2ccccc2S1(=O)=O)NCCc1ccccc1 | 3.4
Cc1cc(=O)oc2cc(OCC(=O)NC3CCN(Cc4ccccc4)CC3)c(Cl)cc12 | -2.6

The results go on:
SMILES	Jurkat NFkB inh	Gli-Sufu antag	UBC13 polyUb	CXCR6 inh	APJ antagonist	CCR6 antagonist	EBI2 antag	697 NFkB inh
COc1cc(NC(=O)c2ccc(S(=O)(=O)N(C)c3ccccc3)cc2)cc(OC)c1	-1.6	8.2	-16.7	-1.9	-3.3	16.9	25.3	11.9
CCOC(=O)Cc1csc(NC(=O)CCC(=O)O)n1	3.9	-0.4	-3.8	9.3	-9.3	-14.5	-10.4	-41.7
C/C(=N\NC(=O)C(O)c1ccccc1)c1ccc(Cl)s1 (stereo unspecified)	2.3	11.0	1.5	-9.1	3.4	-11.2	-5.9	1.0
COc1ccc(OC)c(C2=NOC(C(=O)NCc3ccccn3)C2)c1 (stereo unspecified)	7.7	-9.1	6.8	5.8	-14.5	-13.4	-13.2	24.6
N/C(=N\N=C\c1cccc(O)c1)c1nonc1N	-118.4	1.4	3.9	-4.8	9.4	5.6	3.3	-183.3
COc1cc(NC(=O)CCC(=O)O)nc(OC)n1	0.3	3.4	15.5	5.5	4.2	-13.7	-12.6	16.5
COC(C[C@H](O)[C@@H](C)[C@@H](O)COCc1ccccc1)OC	-1.0	-4.9	-4.9	-2.8	1.6	7.3	-10.1	10.7
COc1ccc(OCCSc2nc3nc(C)cc(C)n3n2)cc1	3.3	6.8	3.6	2.0	5.6	4.9	-4.7	1.9
COc1cc(NC(=O)CNC(=O)Cn2c(C)cc3ccccc3c2=O)cc(OC)c1OC	6.0	18.7	8.8	5.7	-2.6	3.0	-7.4	3.9
C[C@H](CO)N1C[C@H](C)[C@@H](CN(C)S(=O)(=O)c2cn(C)cn2)Oc2c(NS(=O)(=O)c3ccccc3)cccc2C1=O	-6.9	-3.4	-20.3	0.6	-13.4	-2.9	-12.3	-7.5
O=C(O)c1ccccc1SC1CC(=O)N(c2ccc3c(c2)OCO3)C1=O (stereo unspecified)	-8.8	-16.7	-5.4	-6.7	-3.5	-0.3	8.3	-4.7
CCOC(=O)c1ccc(NC(=O)CCc2nc(-c3ccc(Cl)cc3)no2)cc1	9.6	1.2	8.1	2.6	-5.8	17.9	7.3	2.6
CSc1ccccc1NC(=O)COc1ccc(S(=O)(=O)N2CCCC2)cc1	14.8	1.4	10.5	-8.0	0.7	12.5	-6.9	25.0
Nc1ccc2c(c1Cl)C(=O)c1ccc(N)c(Cl)c1C2=O	x	-14.7	x	10.5	x	3.7	2.2	x
O=C1CCC(=O)N1c1ccc(S(=O)(=O)Nc2ccc(Br)cc2)cc1	12.5	-0.3	-1.3	-12.6	23.1	12.3	-10.9	13.6

The list goes on; it opens with the 4 that closed the last part.
SMILES	Jurkat NFkB inh	Gli-Sufu antag	UBC13 polyUb	CXCR6 inh	APJ antagonist	CCR6 antagonist	EBI2 antag	697 NFkB inh
CCOC(=O)c1ccc(NC(=O)CCc2nc(-c3ccc(Cl)cc3)no2)cc1	9.6	1.2	8.1	2.6	-5.8	17.9	7.3	2.6
CSc1ccccc1NC(=O)COc1ccc(S(=O)(=O)N2CCCC2)cc1	14.8	1.4	10.5	-8.0	0.7	12.5	-6.9	25.0
Nc1ccc2c(c1Cl)C(=O)c1ccc(N)c(Cl)c1C2=O	x	-14.7	x	10.5	x	3.7	2.2	x
O=C1CCC(=O)N1c1ccc(S(=O)(=O)Nc2ccc(Br)cc2)cc1	12.5	-0.3	-1.3	-12.6	23.1	12.3	-10.9	13.6
COc1ccc(C(C(=O)NCc2ccccc2)N(C(=O)c2snc(C(N)=O)c2N)c2ccccc2OC)cc1OC (stereo unspecified)	23.1	-6.6	8.4	3.9	21.3	17.1	1.3	4.2
CN1CCN(S(=O)(=O)c2ccc(N3CCN(C(=O)c4ccccc4)CC3)nc2)CC1	-4.9	4.7	-0.7	-4.1	-10.6	6.3	4.4	-6.7
COc1cc2[nH]c(=O)n(CCC(=O)N3CCN(Cc4ccccc4)CC3)c(=O)c2cc1OC	-8.4	3.4	25.9	-1.6	-8.0	-0.5	-1.5	-0.3
Nc1cccc(N=[N+]([O-])c2cccc(N)c2)c1	x	-56.2	x	-0.7	x	5.2	-5.8	x
COc1cc(C(=O)COC(=O)Cc2cnc3sccn23)cc(OC)c1OC	-7.1	10.4	-2.3	3.0	5.5	-4.9	1.7	27.0
O=C(CN1CCCCCC1)OCCN=C1NS(=O)(=O)c2ccccc21	-10.6	7.8	-3.4	5.3	-2.0	-5.8	16.7	-8.5
O=C(Nc1nccs1)C1CCN(S(=O)(=O)c2cccs2)CC1	-6.5	4.6	-5.3	-10.1	16.7	10.7	1.3	21.3
CCOc1cc(C(=O)OCC(=O)NCc2ccco2)cc(OCC)c1OCC	19.6	1.9	-8.9	-9.4	-0.4	-5.7	-4.4	1.5
CCC(CO)Oc1cc(NCc2ccccc2C)c2ncn(C(C)C)c2c1 (stereo unspecified)	-4.1	9.2	-10.9	-1.8	-5.0	15.7	-1.5	4.4
CCC(=NN=C(CC)c1ccccc1O)c1ccccc1O	x	16.8	x	1.8	x	16.9	11.3	x
Cc1cccc(C)c1N1CCN(S(=O)(=O)c2ccc(F)cc2)CC1	10.2	5.9	2.2	-4.9	19.7	23.2	8.5	-15.8
CC(NC(=O)c1ccc([N+](=O)[O-])cc1Cl)C1CC2CCC1C2 (stereo unspecified)	-22.1	18.6	-14.0	-10.6	-32.9	-7.0	-1.3	-20.4
NC(=O)NC(Cc1ccccc1)C(=O)NCCCSc1ccccc1 (stereo unspecified)	-1.6	-7.1	2.3	-1.4	-8.7	19.4	-0.5	7.6
Cc1ccc(CNC(=O)Cn2cc(C(F)(F)F)ccc2=O)cc1	5.3	-0.6	-0.9	1.6	4.2	2.7	-6.6	12.7
CCOC(=O)C1CCN(C(=O)COC(=O)c2ccccc2C(=O)c2ccc(Cl)cc2)CC1	10.9	2.2	-1.9	5.5	10.8	15.2	-3.1	-16.3
CCOC(=O)c1sc2nc(C)c([N+](=O)[O-])c(COC)c2c1N	-3.2	-2.2	9.2	2.4	3.1	9.2	0.1	5.9
CCn1c(CCNC(=O)c2ccc(C)cc2)n[nH]c1=S	-5.7	-2.4	-5.1	4.5	-2.1	1.6	-1.2	-10.2
S=c1[nH]nc(COc2ccccc2)n1/N=C/c1ccc(Br)s1	-3.4	-8.6	-3.0	-1.5	9.9	23.8	-3.5	-4.9
Cc1ccc([N+](=O)[O-])c(OCCCN2CCCCCC2)c1	-5.9	8.6	11.7	6.8	20.1	3.8	-6.0	-1.1
OC1CCCN(CC(O)c2ccccc2)C1 (stereo unspecified)	-2.4	-5.5	4.3	9.3	5.0	8.5	-9.7	12.6
CC12CCCCC1C(C(N)=O)C(=O)O2 (stereo unspecified)	x	-5.9	x	10.9	x	-0.8	3.4	x
CCOC(=O)/C=C1\SCC(=O)N1Cc1ccc(Br)cc1	7.8	28.3	5.5	11.5	9.0	16.9	27.4	5.6
O=C(Nc1ccc(N2CCOCC2)c(Cl)c1)c1cccnc1Cl	-9.7	1.7	7.6	2.6	17.8	-19.0	-9.3	-1.0
CCOP(=O)(OCC)C(NC(=O)/C=C/c1ccc(OC)cc1)c1ccccc1 (stereo unspecified)	1.5	-1.3	-5.3	-1.3	12.8	12.7	12.9	9.2
Oc1ccccc1CN1CCC(C(O)(c2ccccc2)c2ccccc2)CC1	10.0	3.8	3.3	-7.8	4.9	1.7	-3.3	-30.4
CCOC(=O)C1=C(C)N=c2s/c(=C\c3ccc(OC(C)=O)cc3)c(=O)n2C1/C=C/c1ccccc1 (stereo unspecified)	-0.6	0.8	-10.9	9.6	15.5	22.3	-3.3	-7.2
O=c1cc(-c2ccccc2Cl)oc2c(NS(=O)(=O)c3ccccc3OC(F)(F)F)ccc(O)c12	-1.8	-2.6	-19.2	x	11.3	14.0	x	-19.0
Cc1cccc(C(=O)N(C(=O)c2cccc(C)c2)N(C)C)c1	x	8.1	x	1.2	x	16.0	5.4	x
O=C(CNC(=O)N1CC(=O)Nc2ccccc21)NCc1ccccc1Cl	11.0	-14.4	-3.7	-9.1	11.5	-1.8	-6.7	-5.7
CCOC(=O)CSc1nc2c(c(=O)n(C)c(=O)n2C)n1CCCc1ccccc1	x	14.1	x	1.7	x	2.8	1.7	x
O=C(Nc1ccccc1Cl)N1CCN(C/C=C/c2ccccc2)CC1	3.7	-8.5	3.3	1.8	-11.8	-0.5	-6.4	32.9
CCOC(=O)C1=NN(C(=O)COc2ccccc2)C(O)(c2ccc(Cl)cc2)C1 (stereo unspecified)	3.0	-2.6	-1.1	1.0	4.1	10.7	4.0	25.2
S=c1[nH]nc(Nc2ccc(Cl)cc2)s1	-19.9	-3.0	-9.5	18.2	-1.1	-2.2	-8.6	-23.1
NC(=O)c1ccc(S(=O)(=O)N2CCSCC2)cc1	-3.8	10.2	-2.1	-8.3	-8.4	-0.5	2.0	-5.5
Cc1cccc(NC(=O)CCc2c(C)nn(-c3ccc(N4CCOCC4)nn3)c2C)c1	3.9	-26.1	-10.9	-13.0	10.7	9.3	-6.1	-4.0
O=C(NCc1ccccc1)C(=O)NCC1OCCN1C(=O)c1cccs1 (stereo unspecified)	27.0	-4.0	-4.2	9.2	4.3	7.0	-7.0	-23.2
